# Compound activity deposited in PubChem by Broad Institute.
# TcdB GH inh = TcdB glycohydrolase inhibitors, primary screen, biochemical, single point, plate reader; AID 652162, 2013; TcdB glycohydrolase enzymatic assay; inhibition, % at 9.99 µM; 350,000 tested, 0.24% active; in the data active = inhibition above about 10%
# Target sequence (P18177 whole entry, looked up): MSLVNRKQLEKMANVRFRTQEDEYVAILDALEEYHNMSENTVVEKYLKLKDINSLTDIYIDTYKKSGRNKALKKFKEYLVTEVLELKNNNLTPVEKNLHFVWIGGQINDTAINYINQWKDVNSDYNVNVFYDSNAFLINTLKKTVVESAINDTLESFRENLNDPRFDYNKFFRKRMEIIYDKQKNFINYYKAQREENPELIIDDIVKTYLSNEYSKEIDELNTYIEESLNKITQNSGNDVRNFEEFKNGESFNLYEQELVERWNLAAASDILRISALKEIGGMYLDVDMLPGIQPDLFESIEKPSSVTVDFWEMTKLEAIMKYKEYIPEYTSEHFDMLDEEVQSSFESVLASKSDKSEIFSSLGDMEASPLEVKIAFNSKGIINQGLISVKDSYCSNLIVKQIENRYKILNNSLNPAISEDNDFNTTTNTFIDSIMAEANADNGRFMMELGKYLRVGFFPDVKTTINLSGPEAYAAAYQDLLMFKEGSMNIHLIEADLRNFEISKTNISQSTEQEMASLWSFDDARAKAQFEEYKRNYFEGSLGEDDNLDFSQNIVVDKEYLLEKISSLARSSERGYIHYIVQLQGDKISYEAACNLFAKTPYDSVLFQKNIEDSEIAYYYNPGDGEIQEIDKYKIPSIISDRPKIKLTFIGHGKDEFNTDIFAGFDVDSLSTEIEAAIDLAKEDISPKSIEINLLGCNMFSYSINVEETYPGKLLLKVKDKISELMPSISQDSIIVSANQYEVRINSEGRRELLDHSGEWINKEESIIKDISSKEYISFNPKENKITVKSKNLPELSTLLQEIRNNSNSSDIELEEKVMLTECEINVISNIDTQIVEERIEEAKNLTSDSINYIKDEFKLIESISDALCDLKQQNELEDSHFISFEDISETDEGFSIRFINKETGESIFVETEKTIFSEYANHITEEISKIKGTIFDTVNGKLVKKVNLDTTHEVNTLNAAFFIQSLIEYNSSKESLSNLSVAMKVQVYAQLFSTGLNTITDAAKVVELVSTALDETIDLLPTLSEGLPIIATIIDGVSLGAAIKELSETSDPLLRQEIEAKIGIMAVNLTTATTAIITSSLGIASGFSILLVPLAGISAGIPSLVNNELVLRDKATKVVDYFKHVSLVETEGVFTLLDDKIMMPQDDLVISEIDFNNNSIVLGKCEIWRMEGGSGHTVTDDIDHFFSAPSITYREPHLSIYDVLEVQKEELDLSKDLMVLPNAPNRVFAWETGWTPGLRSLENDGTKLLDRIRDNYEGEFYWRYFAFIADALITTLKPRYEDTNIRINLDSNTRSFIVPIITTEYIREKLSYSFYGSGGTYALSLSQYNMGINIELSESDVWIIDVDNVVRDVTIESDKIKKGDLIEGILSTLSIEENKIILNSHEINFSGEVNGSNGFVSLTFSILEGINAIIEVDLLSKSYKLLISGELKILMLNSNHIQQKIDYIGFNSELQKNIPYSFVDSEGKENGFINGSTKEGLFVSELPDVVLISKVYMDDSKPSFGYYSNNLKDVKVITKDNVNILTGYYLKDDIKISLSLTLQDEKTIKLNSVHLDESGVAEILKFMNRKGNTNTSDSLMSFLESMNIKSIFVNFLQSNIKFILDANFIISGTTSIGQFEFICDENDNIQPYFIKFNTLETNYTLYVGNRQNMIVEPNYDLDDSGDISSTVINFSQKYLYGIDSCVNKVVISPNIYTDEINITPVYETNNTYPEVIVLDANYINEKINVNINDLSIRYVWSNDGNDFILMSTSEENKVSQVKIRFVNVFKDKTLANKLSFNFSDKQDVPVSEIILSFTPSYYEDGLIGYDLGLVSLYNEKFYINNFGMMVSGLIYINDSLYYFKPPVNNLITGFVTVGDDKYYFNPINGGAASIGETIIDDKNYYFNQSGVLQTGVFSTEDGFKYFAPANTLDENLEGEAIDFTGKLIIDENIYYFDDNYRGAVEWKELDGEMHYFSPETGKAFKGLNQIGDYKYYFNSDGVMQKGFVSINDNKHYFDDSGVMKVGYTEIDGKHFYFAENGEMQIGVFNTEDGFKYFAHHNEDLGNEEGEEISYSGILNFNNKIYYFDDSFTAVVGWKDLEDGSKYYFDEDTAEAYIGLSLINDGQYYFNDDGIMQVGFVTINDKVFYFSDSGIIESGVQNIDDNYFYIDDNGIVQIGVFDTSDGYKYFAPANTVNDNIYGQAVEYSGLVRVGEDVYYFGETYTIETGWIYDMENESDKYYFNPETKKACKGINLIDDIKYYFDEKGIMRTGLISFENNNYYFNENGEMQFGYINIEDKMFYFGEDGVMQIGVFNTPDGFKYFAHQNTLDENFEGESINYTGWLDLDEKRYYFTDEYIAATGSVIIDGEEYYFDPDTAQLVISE
# Starred values were filed as active, the others as inactive; & = joins results of further samples. This is a subset; the hit share may differ from the screen's.
mol	TcdB GH inh
C#CCNC(=O)C[C@@H]1C[C@@]2(C(=O)OC)CCCCC=C2N(CCC2=CCCCC2)C1=O	1.3
CC(=O)N1[C@H](CO)[C@@H](c2ccccc2)C12CN(C(=O)c1ccc3c(c1)OCO3)C2	-0.2
COc1ccc2c3c([nH]c2c1)[C@@H](CO)N(C(=O)c1ccc(F)cc1)CC31CCN(C(=O)Nc2ccc(F)cc2)CC1	-0.5
COc1ccc2c3c(n(C)c2c1)[C@H](CO)N(C(=O)c1ccc(F)cc1)CC31CCN(C(=O)Nc2ccc(F)cc2)CC1	1.1
CC1COc2c3ccccc3nn21 (centres undefined)	0.1
COc1ccc(N2CCN(C(c3ccccc3)c3nnnn3C(C)(C)C)CC2)cc1 (centres undefined)	1.6
COc1ccc(NC(=O)N2CCC3(CC2)CN(C(=O)C2CCC2)[C@H](CO)c2c3c3ccc(OC)cc3n2C)cc1	0.1
N#C[C@H]1[C@@H](c2ccccc2-c2ccccc2)[C@@H](CO)N1C(=O)NC1CCCC1	-0.8
COc1ccc(S(=O)(=O)N2CCC3(CC2)CN(C(=O)CN(C)C)[C@@H](CO)c2c3c3ccc(OC)cc3n2C)cc1	-1.9
O=C(Nc1ccc(F)cc1)N1CC(=O)N2[C@@H](CO)[C@@H](c3ccc(C4=CCCC4)cc3)[C@@H]2C1	0.4
O=C(C[C@H]1C=C[C@H](NC(=O)CC2CC2)[C@@H](CO)O1)NCc1ccccc1	0.1
COc1ccc(-c2cscc2N)cc1	-1.3
CC(C)(C)OC(=O)N1CCC2CCN(S(C)(=O)=O)CC21 (centres undefined)	0.3
COc1ccc(S(=O)(=O)N(C)C[C@H]2Oc3ccc(NS(=O)(=O)c4ccc(F)cc4)cc3CC(=O)N([C@@H](C)CO)C[C@H]2C)cc1	0.5
CCC(C(=O)NC1CCCC1)n1c(-c2ccnc3ccccc23)nc2ccccc21 (centres undefined)	-0.4
COCC(=O)Nc1ccc2c(c1)[C@@H]1C[C@@H](CC(=O)O)O[C@H](CO)[C@@H]1O2	-0.7
N#Cc1ccc(-c2ccc3c(c2)[C@@H]2[C@@H](CCN2C(=O)C2CCCC2)[C@H](CO)N3)cc1	0.5
C[C@H]1COc2cc(NCCO)ccc2S(=O)(=O)N1	0.8
CN(C)C(=O)c1cccc(-c2ccccc2[C@H]2[C@@H](C#N)N(C(=O)C3CCCCC3)[C@H]2CO)c1	-0.2
COc1ccc(S(=O)(=O)Nc2ccc3c(c2)C(=O)N([C@H](C)CO)C[C@@H](C)[C@H](CN(C)S(=O)(=O)c2ccc(F)cc2)OCCCC[C@@H](C)O3)cc1	-0.1
COc1cccc(C(=O)N[C@H](C(=O)N2CCC[C@H]2C(=O)NC2CCCC2)C2CCCCC2)c1	0.5
COCC(=O)N1CC(=O)N2[C@H](C1)[C@H](c1ccc(C#CC3CCCCC3)cc1)[C@@H]2CO	-0.7
COc1ccc2c3c(n(C)c2c1)[C@@H](CO)N(C(=O)c1cnccn1)CC31CN(C(=O)c2cnccn2)C1	-0.2
COc1ccc(S(=O)(=O)N2[C@@H]3CNC[C@H]2C3c2ccc(-c3ccccc3OC)cc2)cc1 (some centres undefined)	0.6&1.5
O=C1NC[C@H](CCCCN2CCN(CCC3CCCCC3)C(=O)C2=O)N(CCC2CCCCC2)C1=O	1.0
COc1ccc2c3c([nH]c2c1)[C@H](CO)N(C(=O)Nc1cccc(F)c1)CC31CCN(S(=O)(=O)c2cccc(C)c2)CC1	-0.9
O=C(c1ccc(F)cc1)N1CC(=O)N2[C@@H](CO)[C@H](c3ccc(C4=CCCC4)cc3)[C@@H]2C1	-2.9
CCCN1[C@H](CO)[C@H](c2ccc(C#CC3CCCCC3)cc2)[C@@H]1CNC(=O)C1CC1	-0.4
COc1ccc(C(=O)C(OP(=O)(OC)OC)c2ccccc2OC)cc1 (centres undefined)	0.4
Cc1cccc(C)c1NC(=O)C1(C)CSCC(=O)N1CCOc1ccccc1 (centres undefined)	-0.2
O=C1CCCn2cc(nn2)COC[C@@H](Cc2ccccc2)N1	-12
Cc1ccc(-c2cc(NC(=O)Cc3c[nH]c4ccccc34)ccc2N(C)c2cccnc2)cc1	0.4
C[C@@H]1CN([C@@H](C)CO)S(=O)(=O)c2ccc(C3=CCCC3)cc2O[C@@H]1CN(C)C(=O)Cc1ccncc1	1.6
COc1ccc2c3c(n(C)c2c1)[C@H](CO)N(C(C)=O)CC31CCN(Cc2ccc(Cl)cc2)CC1	2.7
O=C1c2ccccc2/C(=C\c2ccc(Br)nc2)N1c1ccccc1	1.0
O=C(Nc1ccc(F)cc1)N1CC(=O)N2[C@@H](CO)[C@H](c3ccc(C#CC4CC4)cc3)[C@@H]2C1	0.7
CCS(=O)(=O)N1CC(=O)N2[C@H](C1)[C@H](c1ccc(-c3ccc(F)cc3)cc1)[C@@H]2CO	0.1
COc1ccc(-c2ccc3n(c2=O)C[C@H]2[C@H](CO)[C@@H](C(=O)Nc4ccccc4)N(C)[C@@H]32)cc1	-0.3
C[C@H]1CN([C@@H](C)CO)C(=O)c2cc(C#Cc3ccncc3)cnc2O[C@H]1CN(C)C(=O)CN(C)C	-1.4
COc1ccccc1-c1ccc2c(c1)[C@H]1[C@H](CCN1S(=O)(=O)c1cccc(C)c1)[C@@H](CO)N2	-0.5
O=C(NCC[C@H]1CC[C@H](NS(=O)(=O)c2ccc(Cl)cc2)[C@H](CO)O1)Nc1ccc(F)cc1	0.9
CCC(C(=O)NC(C)(C)C)n1c(-c2ccccc2)nc2ccccc21 (centres undefined)	0.7
COC(=O)[C@@H]1[C@@H](CO)[C@@H]2Cn3c(ccc(-c4cncnc4)c3=O)[C@@H]2N1CCC(F)(F)F	-0.3
O=C/C=C/c1ccc(/C=C/c2ccccc2)cc1	0.2
COc1ccc2c3c(n(C)c2c1)[C@@H](CO)N(C)CC31CN(C(=O)NC(C)C)C1	0.1
O=C(C1CCOCC1)N1[C@@H](CO)[C@@H](c2ccccc2)C12CN(Cc1cccc(Cl)c1)C2	-0.3
C[C@@H]1CN([C@@H](C)CO)C(=O)c2c(c3ccccc3n2C)-c2ccccc2CO[C@@H]1CN(C)Cc1cccc(C(F)(F)F)c1	-0.6
O=S(=O)(c1ccccc1F)N1[C@@H]2CNC[C@H]1C2c1ccc(-c2cccnc2)cc1 (some centres undefined)	1.6&1.1
CCCCOCC1CN(CCCC)S(=O)(=O)c2c(Oc3ccc(SC)c(C)c3)cccc2O1 (centres undefined)	0.4
CC(C)NC(=O)C1(C)CN(S(C)(=O)=O)CC(=O)N1CCCn1ccnc1 (centres undefined)	1.5
COc1ccc2c(c1)[C@@H](NC(=O)C(F)(F)F)[C@@H]1CCCC[C@]21c1ccccc1	0.8
O=C(c1cnccn1)N1CC(=O)N2[C@H](CO)[C@@H](c3ccc(C#CCc4ccccc4)cc3)[C@H]2C1	-2.0
CS(=O)(=O)N1CC2(C1)[C@@H](c1ccccc1)[C@@H](CO)N2CC1CC1	0.4
C[C@H]1CN([C@@H](C)CO)C(=O)Cc2cc(NC(=O)Nc3ccc(F)cc3)ccc2O[C@@H]1CN(C)Cc1ccc(C(F)(F)F)cc1	-0.8
CC(C)(C)OC(=O)N1C(=O)[C@](OC(=O)c2ccccc2)(c2ccccc2)c2cccc(F)c21	0.8
O=C1c2cccc3cccc(c23)C(c2nc3ccccc3[nH]2)N1C1CC1 (centres undefined)	-0.2

# (list continues)
mol	TcdB GH inh
CC(C)NC(=O)N1[C@@H]2Cn3c(cccc3=O)[C@H]1[C@@H](C(=O)N1CCC(Cc3ccccc3)CC1)[C@@H]2CO	0.8
CCCC(=O)N1CC2(C1)CN(C(=O)C1CCC1)[C@@H](CO)c1[nH]c3cc(OC)ccc3c12	1.1
CCOC(=O)[C@]12CCCC=C1N(Cc1ccc(Cl)cc1Cl)C(=O)[C@H](CC(=O)N1CCC(c3ccccc3)CC1)C2	1.3
CCOC(=O)C1=CCN(S(=O)(=O)c2cccc(Cl)c2)C1c1ccc(Cl)c(Cl)c1 (centres undefined)	0.4
O=C(c1ccc2c(c1)OCO2)N1CC(=O)N2[C@H](CO)[C@H](c3ccc(-c4ccccc4)cc3)[C@@H]2C1	0.9
C[C@@H]1CN([C@H](C)CO)C(=O)c2cc(NC(=O)Cn3cnnn3)ccc2O[C@@H]1CN(C)C(=O)Nc1ccc(F)cc1	-1.2
O=C(c1cccc(F)c1)N1CC(=O)N2[C@H](CO)[C@@H](c3ccc(-c4cccnc4)cc3)[C@@H]2C1	0.4
COc1ccc(C#Cc2ccc([C@H]3[C@@H](CO)N4C(=O)CN(C(=O)c5cccnc5)C[C@@H]34)cc2)cc1	-0.2
O=C(NC[C@@H]1[C@@H](c2ccccc2)[C@@H](CO)N1Cc1ccccc1)c1ccccn1	0.3
O=C(Cc1cccnc1)N1CC2(C1)[C@H](c1ccccc1)[C@H](CO)N2C(=O)C1CCCC1	-0.1
CO[C@H]1CN(C)C(=O)c2ccc(NS(=O)(=O)c3ccc(Cl)cc3)cc2OC[C@H](C)N(C)C[C@@H]1C	-1.1
O=C1CNC[C@@H]2[C@@H](c3ccc(C#CC4CCCC4)cc3)[C@H](CO)N12	-0.9
Cc1ccc(OC(=O)N(C)C[C@@H]2OCc3ccccc3-c3c(n(C)c4ccccc34)C(=O)N([C@@H](C)CO)C[C@H]2C)cc1	0.4
Cc1ccc(-c2nc3c4ccccc4ccn3c2Cc2ccccc2C(F)(F)F)cc1	2.7
Cc1ccccc1S(=O)(=O)N1CC(=O)N2[C@H](C1)[C@@H](c1ccc(C#CCC(C)C)cc1)[C@@H]2CO	-0.6
COC(=O)[C@]12C[C@H](CC(=O)NCc3ccccc3)C(=O)N(Cc3ccc4c(c3)OCO4)C1=C[C@H](COCc1ccccc1)O[C@@H]2C	-0.2
C[C@@H]1CN([C@@H](C)CO)C(=O)Cc2cc(NC(=O)Cn3cnnn3)ccc2O[C@H]1CN(C)S(=O)(=O)c1ccc(Cl)cc1	-0.9
CC(C)C[C@@H](COCc1ccc(Cl)cc1)N1CCN(C(=O)c2ccc(Cl)cc2Cl)CCC1=O	1.6
CCC(=O)N[C@H]1C[C@@H]2O[C@H](CO)CC[C@@H]2O[C@@H]1CCc1ccc(-c2cccc(OC)c2)cc1	-1.7
O=C(O)[C@@H]1C[C@@H](O)CN1	-0.2
COc1ccc2c3c(n(C)c2c1)[C@H](CO)N(C(=O)Nc1ccc(F)cc1)CC31CN(C(=O)c2ccc3c(c2)OCO3)C1	0.1
CO[C@@H]1CN(C)C(=O)c2ccc(NC(=O)C3CC3)cc2OC[C@@H](C)N(C(=O)c2ccccn2)C[C@H]1C	-0.2
CC(C)NC(=O)C1(C)CSCC(=O)N1Cc1cccc(F)c1 (centres undefined)	0.6
CN(C)C(=O)c1cccc(-c2ccc([C@H]3[C@H](CO)N4C(=O)CN(C(=O)CC5CC5)C[C@@H]34)cc2)c1	0.8

# Some of these compounds in order of length of the SMILES, rising:
mol	TcdB GH inh
O=C(O)[C@@H]1C[C@@H](O)CN1	-0.2
CC(C)NC(=O)C1(C)CSCC(=O)N1Cc1cccc(F)c1 (centres undefined)	0.6
CC(C)C[C@@H](COCc1ccc(Cl)cc1)N1CCN(C(=O)c2ccc(Cl)cc2Cl)CCC1=O	1.6
CCC(=O)N[C@H]1C[C@@H]2O[C@H](CO)CC[C@@H]2O[C@@H]1CCc1ccc(-c2cccc(OC)c2)cc1	-1.7
C[C@@H]1CN([C@@H](C)CO)C(=O)Cc2cc(NC(=O)Cn3cnnn3)ccc2O[C@H]1CN(C)S(=O)(=O)c1ccc(Cl)cc1	-0.9
COC(=O)[C@]12C[C@H](CC(=O)NCc3ccccc3)C(=O)N(Cc3ccc4c(c3)OCO4)C1=C[C@H](COCc1ccccc1)O[C@@H]2C	-0.2

# (continued)
mol	TcdB GH inh
O=C(c1ccccc1F)N1CC(=O)N2[C@H](CO)[C@@H](c3ccc(C#Cc4ccccc4)cc3)[C@@H]2C1	0.0
CC(C)C#Cc1ccc([C@H]2[C@H](CO)N3C(=O)CN(C(=O)Cc4ccccc4)C[C@@H]23)cc1	0.3
C[N+](=O)C1C(=O)Nc2ccccc21 (centres undefined)	0.6
O=C(NC1CCCC1)N1CC(=O)N2[C@@H](CO)[C@H](c3ccc(-c4ccc(F)cc4)cc3)[C@@H]2C1	1.2
O=C(Cc1ccncc1)N1CC(=O)N2[C@H](CO)[C@H](c3ccc(Br)cc3)[C@@H]2C1	-0.2
COC(=O)[C@]12C[C@H](CC(=O)N3CCC(c4ccccc4)CC3)C(=O)N(Cc3ccccc3)C1=C[C@H](C(C)C)O[C@@H]2C1CC1	0.4
O=C(NC1CCCCC1)N1CC(=O)N2[C@H](CO)[C@@H](c3ccc(-c4cccnc4)cc3)[C@H]2C1	-1.1
Cc1ccc(S(=O)(=O)N2CC(CBr)=CCC2c2ccccc2)cc1 (centres undefined)	16*

# Grouped by structure, the entries above containing a COOH group.
mol	TcdB GH inh
COCC(=O)Nc1ccc2c(c1)[C@@H]1C[C@@H](CC(=O)O)O[C@H](CO)[C@@H]1O2	-0.7
O=C(O)[C@@H]1C[C@@H](O)CN1	-0.2

# New compounds follow.
mol	TcdB GH inh
COc1ccc2c3c(n(C)c2c1)[C@H](CO)N(C(=O)Nc1ccc(F)cc1)CC31CCN(C(=O)CC2CC2)CC1	0.4
COc1ccc(C[C@@H]2CCc3cnnn3COC[C@@H](c3ccccc3)NC2=O)cc1	0.8
CN(C)CC(=O)N1CC(=O)N2[C@H](CO)[C@@H](c3ccc(/C=C/c4ccccc4)cc3)[C@H]2C1	0.0
CCS(=O)(=O)N1CC2(C1)[C@@H](c1ccccc1)[C@@H](CO)N2Cc1ccccn1	-1.2
C[C@@H]1CN([C@H](C)CO)C(=O)c2cc(NS(=O)(=O)c3ccc(Cl)cc3)ccc2O[C@@H]1CN(C)C(=O)Nc1cccc2ccccc12	-1.9
